Screens from PubChem.
EPAC1 agonist – qHTS for Agonist of cAMP-regulated guanine nucleotide exchange factor 3 (EPAC1): primary screen; Rap guanine nucleotide exchange factor 3 (Homo sapiens), O95398; EPAC1 agonist qHTS, biochemical assay; response scale: 100% = response to 6.5 mM cAMP; Potency, µM (highest dose often 154 µM), for inactives: top-dose activation, actives largely listed as activators; actives 0.073% (n = 360,000); AID 720707, 2013; further: potency means the concentration at half of the fitted maximal effect; nearly all actives have a fitted effect of over 60% in size
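Nucleotide exchange assay: 100 nM EPAC1 with 250 nM Rap1B loaded with BODIPY-GDP and 50 uM GDP, room temperature. Fluorescence (480/540 nm) read every 5 min for 30 min; signal change normalized to 6.5 mM cAMP as full agonist.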
FUS yeast rescue – qHTS for Suppressors of FUS Proteinopathy: Primary screen using FUS-linked yeast assay; S. cerevisiae FUS-expressing, growth rescue, OD600, 24 h; Potency, µM (top dose mostly 76.6 µM), for the others: at the top dose growth rescue (activation), actives largely listed as activators; actives 0.24% (n = 390,000);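 further: potency means the concentration at half of the fitted maximal effect; plate controls were DMSO vehicle for no effect and reference control for full effect; nearly all actives have a fitted effect of over 55% in size; some results filed as inactive show a strong effect at the top dose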
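FUS-expressing yeast, raffinose-pregrown, induced in 2% galactose minimal medium at OD 0.005; compounds in a dilution series, 24hr at 30C. Growth restoration read as absorbance at 600 nm. CP55940 positive control, DMSO negative.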
PI5P4K alpha inh – qHTS for Inhibitors of phosphatidylinositol 5-phosphate 4-kinase (PI5P4K); Phosphatidylinositol 5-phosphate 4-kinase type-2 alpha (Homo sapiens), P48426; max response, %; actives 1.2% (n = 330,000); PI5P4Kalpha enzyme, ADP-Glo luminescence, 60 min; stronger effect = lower value; AID 652105, 2013; active means max response of -50% or lower; inconclusive means between -30% and -50%; inactive means -30% or higher; further: value at the top dose of about 77 µM; on the % scale 0 is the no-effect control and ±100 the full control effect
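Quantitative HTS of the MLSMR library against PI5P4Kalpha with substrate. ATP added last at 5 microM final; room temperature, 60 minutes. Remaining ATP depleted, ADP converted and read as luminescence.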
EPAC1 antag – qHTS for Antagonist of cAMP-regulated guanine nucleotide exchange factor 3 (EPAC1): primary screen; Rap guanine nucleotide exchange factor 3 (Homo sapiens), O95398; EPAC1 GEF assay, Rap1b-BODIPY-GDP exchange fluorescence; Potency, µM (titrated, usually from 115 µM), inactives show at the top dose activity change, negative = inhibition, actives largely listed as inhibitors; actives 0.14% (n = 360,000);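 further: potency means the concentration at half of the fitted maximal effect; plate controls were vehicle for no effect and positive control for full effect; nearly all actives have a fitted effect of over 50% in size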
IL-2 act – qHTS of IL-2 Activators; IL-2 activation reporter assay, cell-based qHTS; stimulated with anti-CD3/CD4/CD28 beads; in transgenic mouse T cells; activation, % (series mostly up to about 46 µM); actives 0.065% (n = 360,000); AID 652025, 2013; in the data active means activation above about 50%; inconclusive means mostly about 30% to 49%; further: 0% is about no effect
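Unstimulated transgenic mouse T cells; 60-min compound exposure; bead-based TCR/CD4/CD28 stimulation; 18 h culture, 37 degrees C; dual fluorescence (EGFP, DsRed) plate cytometry.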
WRN inhibitor – qHTS for Inhibitors of WRN Helicase | Bifunctional 3'-5' exonuclease/ATP-dependent helicase WRN (Homo sapiens), Q14191 | WRN helicase unwinding, fluorescent forked duplex, kinetic | Potency, µM (series often up to 114 µM), without a hit: at the top dose activity change, negative = inhibition, usual class: inhibitors | actives 0.46% (n = 360,000) | AID 651768, 2012; further: potency means the concentration at half of the fitted maximal effect; on the % scale 0 is the no-effect control and ±100 the full control effect; nearly all actives have a fitted effect of over 55% in size
Target sequence (Q14191 whole entry, looked up): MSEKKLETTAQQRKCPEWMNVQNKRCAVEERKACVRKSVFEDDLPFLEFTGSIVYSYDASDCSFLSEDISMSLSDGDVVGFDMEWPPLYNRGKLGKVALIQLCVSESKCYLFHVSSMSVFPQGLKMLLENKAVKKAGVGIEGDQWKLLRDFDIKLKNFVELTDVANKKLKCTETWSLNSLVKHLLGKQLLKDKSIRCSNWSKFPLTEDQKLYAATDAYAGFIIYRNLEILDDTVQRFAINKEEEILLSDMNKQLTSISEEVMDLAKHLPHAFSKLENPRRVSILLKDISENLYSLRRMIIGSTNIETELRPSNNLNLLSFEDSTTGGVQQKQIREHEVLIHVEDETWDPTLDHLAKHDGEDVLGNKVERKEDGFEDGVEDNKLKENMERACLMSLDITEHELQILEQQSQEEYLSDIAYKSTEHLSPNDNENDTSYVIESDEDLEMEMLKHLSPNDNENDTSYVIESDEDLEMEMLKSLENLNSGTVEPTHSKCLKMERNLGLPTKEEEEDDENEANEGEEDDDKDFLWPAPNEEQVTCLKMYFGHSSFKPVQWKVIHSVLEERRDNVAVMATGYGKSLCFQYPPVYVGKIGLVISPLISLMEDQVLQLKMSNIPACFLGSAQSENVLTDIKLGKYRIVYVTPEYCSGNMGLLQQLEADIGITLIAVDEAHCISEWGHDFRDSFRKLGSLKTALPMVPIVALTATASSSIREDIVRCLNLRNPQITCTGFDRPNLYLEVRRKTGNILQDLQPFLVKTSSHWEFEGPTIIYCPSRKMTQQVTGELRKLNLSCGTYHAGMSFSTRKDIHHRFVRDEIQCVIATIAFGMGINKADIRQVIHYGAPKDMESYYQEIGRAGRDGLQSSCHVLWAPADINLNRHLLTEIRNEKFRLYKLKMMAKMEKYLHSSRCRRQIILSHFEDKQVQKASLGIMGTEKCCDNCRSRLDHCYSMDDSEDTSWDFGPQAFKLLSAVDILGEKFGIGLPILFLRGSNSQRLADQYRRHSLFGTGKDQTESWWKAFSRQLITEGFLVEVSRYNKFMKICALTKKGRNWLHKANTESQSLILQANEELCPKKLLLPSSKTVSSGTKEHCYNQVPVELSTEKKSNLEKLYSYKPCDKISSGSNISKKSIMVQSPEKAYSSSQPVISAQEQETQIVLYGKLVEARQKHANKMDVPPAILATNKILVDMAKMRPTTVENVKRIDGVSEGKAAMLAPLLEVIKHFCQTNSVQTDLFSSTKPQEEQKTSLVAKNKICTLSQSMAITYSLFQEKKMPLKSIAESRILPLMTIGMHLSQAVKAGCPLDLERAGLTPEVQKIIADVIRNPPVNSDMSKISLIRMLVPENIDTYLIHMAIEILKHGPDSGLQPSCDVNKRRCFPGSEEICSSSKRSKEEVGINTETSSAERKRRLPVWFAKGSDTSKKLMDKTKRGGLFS
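WRN at 20 nM final was preincubated with compound for 15 min at room temperature; reaction started with 100 nM forked duplex oligonucleotide carrying fluorophore and quencher plus 2 mM ATP (final). Unwinding followed kinetically by red fluorescence (ex 525/em 598 nm).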
PLK1 PBD inh – qHTS for Inhibitors of PLK1-PDB (polo-like kinase 1 - polo-box domain): Primary Screen | Serine/threonine-protein kinase PLK1 (Homo sapiens), P53350 | Plk1 PBD binding of FITC phosphopeptide, fluorescence polarization | Potency, µM, inactives show max response, negative = inhibition, actives largely listed as inhibitors | actives 2.8% (n = 360,000) | AID 720504, 2013; further: potency means the concentration at half of the fitted maximal effect; series mostly up to about 57 µM; on the % scale 0 is the no-effect control and ±100 the full control effect; nearly all actives have a fitted effect of over 65% in size
Abeta yeast res – qHTS for compounds that reverse cellular toxicity of Amyloid beta (A-beta) peptide in yeast: Primary Screen | yeast expressing A-beta42, growth rescue, OD600, 48 h; response scale: 0% DMSO, 100% iron-clioquinol control | Potency, µM (highest dose often 46.1 µM), without a hit: top-dose growth rescue, usual class: activators | actives 0.063% (n = 410,000); further: potency means the concentration at half of the fitted maximal effect; nearly all actives have a fitted effect of over 55% in size
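Yeast growth medium received pinned compounds, then yeast cells expressing toxic A-beta were added; plates incubated at 30 C for 48 hr. Growth read as absorbance at 600 nm, normalized to DMSO and equimolar FeCl3 plus clioquinol controls.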
* hit, by the source's call; ? = inconclusive; / = no result given; [ ] = another dose, or the depositor's remark. Unless noted, the call rests on the fitted dose curve; in most records, active means well fitted curve in the direction sought with a large enough effect; inconclusive means small, poorly fitted or top-dose-only effect, or another doubt; inactive means no such curve, though single readings can be large; an effect the other way counts as inactive or inconclusive.

SMILES	EPAC1 agonist	FUS yeast rescue	PI5P4K alpha inh	EPAC1 antag	IL-2 act	WRN inhibitor	PLK1 PBD inh	Abeta yeast res
CN(C)CCCN(C(=O)c1cc2ccccc2oc1=O)c1nc2c(F)cccc2s1	-11%	/	-4	-8%	-4.1	-6%	1%	2%
CCC(C(=O)N(C(C)C)C(C)C)c1ccccc1 (stereo unspecified)	2%	-15%	-2	0%	0.3	12%	-4%	5%
Cc1ccc(-n2nc3c(=O)n(CCCC(=O)NCc4ccc(F)cc4)nc(C)c3c2C)cc1	-9%	?	0	-4%	0.5	-5%	0%	2%
O=C(Nc1ccc(-c2n[nH]c(=S)o2)cc1)c1ccccc1	8%	-16%	-63*	-5%	-0.3	-8%	?	-4%
C=CCOc1ccc(/C=N/O)cc1Cl	-5%	/	-6	-10%	0.4	-13%	?	12%
OCCc1ccccc1	15%	-36%	-3	-8%	-0.3	-8%	-4%	4%
Nc1cc(=O)[nH]c(SCC(=O)Nc2ccccc2-c2ccccc2)n1	0%	5%	-7	-6%	0.3	0%	-1%	-1%
CCCS(=O)(=O)N1CCCC(C(=O)NCCN(Cc2ccccc2)C(C)C)C1 (stereo unspecified)	16%	18%	3	-9%	0.0	-1%	-7%	-4%
CC(C(=O)NCCS(=O)(=O)c1ccc(Cl)cc1)S(=O)(=O)c1ccc(Cl)cc1 (stereo unspecified)	10%	7%	1	-10%	0.7	2%	-20%	-8%
O=C(N/N=C/c1ccoc1)c1ccc(Br)cc1	-7%	8%	-10	6%	-4.6	-3%	-22%	-3%
COc1ccc(/C=N/NC(=O)c2cc(C(C)(C)C)[nH]n2)cc1COc1ccc(F)cc1F	1%	46%	-7	?	-0.7	-6%	1%	7%
CCOC(=O)CC(=O)CSc1nccc(-c2cccnc2)n1	1%	-3%	-4	2%	-1.9	-7%	-18%	-7%
CCC(OC(=O)C(C)N1C(=O)C(=O)c2ccccc21)C(=O)Nc1ccccc1OC (stereo unspecified)	11%	3%	4	-11%	0.3	-10%	-7%	24%
COc1ccc(CCN(C)Cc2ccc(OCc3ccccc3)c(OC)c2)cc1OC	7%	-14%	/	-8%	-0.3	-10%	4%	8%
Cc1cc2c3c(c1)C(C)CC(C)(C)N3C(=O)C2=O (stereo unspecified)	5%	9%	-7	-20%	1.0	6%	-15%	24%

Reformatted: seven of the compounds above
Values run as follows: EPAC1 agonist	FUS yeast rescue	PI5P4K alpha inh	EPAC1 antag	IL-2 act	WRN inhibitor	PLK1 PBD inh	Abeta yeast res
- O=C(Nc1ccc(-c2n[nH]c(=S)o2)cc1)c1ccccc1
→ 8%	-16%	-63*	-5%	-0.3	-8%	?	-4%
- CCC(OC(=O)C(C)N1C(=O)C(=O)c2ccccc21)C(=O)Nc1ccccc1OC (stereo unspecified)
→ 11%	3%	4	-11%	0.3	-10%	-7%	24%
- COc1ccc(/C=N/NC(=O)c2cc(C(C)(C)C)[nH]n2)cc1COc1ccc(F)cc1F
→ 1%	46%	-7	?	-0.7	-6%	1%	7%
- CCCS(=O)(=O)N1CCCC(C(=O)NCCN(Cc2ccccc2)C(C)C)C1 (stereo unspecified)
→ 16%	18%	3	-9%	0.0	-1%	-7%	-4%
- Nc1cc(=O)[nH]c(SCC(=O)Nc2ccccc2-c2ccccc2)n1
→ 0%	5%	-7	-6%	0.3	0%	-1%	-1%
- COc1ccc(CCN(C)Cc2ccc(OCc3ccccc3)c(OC)c2)cc1OC
→ 7%	-14%	/	-8%	-0.3	-10%	4%	8%
- C=CCOc1ccc(/C=N/O)cc1Cl
→ -5%	/	-6	-10%	0.4	-13%	?	12%

New compounds follow
SMILES	EPAC1 agonist	FUS yeast rescue	PI5P4K alpha inh	EPAC1 antag	IL-2 act	WRN inhibitor	PLK1 PBD inh	Abeta yeast res
O=C(Cn1cnc2c(nnn2Cc2ccc(F)cc2)c1=O)NC1CCCC1	0%	6%	/	3%	-0.7	0%	-7%	6%
CC1(OC(=O)C2CCCC2)C(=O)C=C2C=C(c3ccsc3)N(c3ccccc3)C=C2C1=O (stereo unspecified)	-16%	31%	-25	-2%	0.0	-11%	-27%	-25%
Cc1cc(Cl)c(S(=O)(=O)N/N=C/c2ccc3c(c2)OCO3)c(Cl)c1	4%	/	0	-22%	-4.8	-28%	-26%	0%
CCC(C)c1ccccc1O (stereo unspecified)	-20%	-25%	18	0%	-0.1	-1%	-10%	-16%
CCC1CCc2sc(C(=O)N3CCN(c4ccccn4)CC3)cc2C1 (stereo unspecified)	-5%	24%	3	-1%	-4.9	-31%	-9%	-16%
CC[C@H](C)[C@@H]1NC(=O)c2cc([N+](=O)[O-])cc(I)c2NCC[C@@H](C(N)=O)NC(=O)[C@H](CCCN=C(N)N)NC1=O	5%	-18%	0	-6%	0.0	3%	3%	-1%
Cc1nc2ccccc2c(=O)n1Cc1ccco1	-3%	24%	3	-17%	0.4	-3%	1%	-2%
CCn1cnc2sc(C(=O)Nc3ccc4c(c3)OCO4)c(C)c2c1=O	-11%	-1%	-9	0%	-0.1	3%	-4%	-18%
CC(C)CNC(=O)Nc1ccc(F)c(Cl)c1	2%	14%	2	-22%	0.3	-28%[57.1 µM]	-13%	1%
COc1cc2c(cc1NC(=O)COC(=O)C(CCSC)NC(=O)c1ccccc1Cl)oc1ccccc12 (stereo unspecified)	7%	10%	2	15%	-0.4	-23%[57.1 µM]	7%	-4%
O=C(NCCCSc1ccccc1)c1cnc(Cl)c(Cl)c1	-5%	-26%	-7	-19%	-1.0	-1%	4%	-6%
CCCCC(=O)Nc1ccc(C(=O)NN2C(=O)c3ccccc3C2=O)cc1	2%	24%	/	-14%	0.4	-4%	-5%	10%
O=C1/C(=C\c2ccc(O)c(O)c2)C(c2ccccc2)=NN1c1ccccc1	2%	?	-75*	?	0.4	?	15µM*	16%
CCOc1ccc(C2NCCc3cc(OC)c(OC)cc32)cc1OC (stereo unspecified)	2%	25%	2	2%	-0.7	-8%	-7%	-2%
O=C(O)c1ccc(COc2ccc3c4c(c(=O)oc3c2)CCC4)o1	8%	23%	-23	-10%	0.6	?	-27%	8%

Three entries from above, set out differently.
| structure | EPAC1 agonist | FUS yeast rescue | PI5P4K alpha inh | EPAC1 antag | IL-2 act | WRN inhibitor | PLK1 PBD inh | Abeta yeast res |
| --- | --- | --- | --- | --- | --- | --- | --- | --- |
| CCOC(=O)CC(=O)CSc1nccc(-c2cccnc2)n1 | 1% | -3% | -4 | 2% | -1.9 | -7% | -18% | -7% |
| CCCCC(=O)Nc1ccc(C(=O)NN2C(=O)c3ccccc3C2=O)cc1 | 2% | 24% | / | -14% | 0.4 | -4% | -5% | 10% |
| CC[C@H](C)[C@@H]1NC(=O)c2cc([N+](=O)[O-])cc(I)c2NCC[C@@H](C(N)=O)NC(=O)[C@H](CCCN=C(N)N)NC1=O | 5% | -18% | 0 | -6% | 0.0 | 3% | 3% | -1% |

Additional entries:
SMILES	EPAC1 agonist	FUS yeast rescue	PI5P4K alpha inh	EPAC1 antag	IL-2 act	WRN inhibitor	PLK1 PBD inh	Abeta yeast res
O=C(NC(Cc1ccccc1)C(=O)NCc1ccccn1)c1ccco1 (stereo unspecified)	4%	7%	/	-20%	-1.2	-4%	-9%	0%
CCOC(=O)CNC(=O)COc1coc(CN2CCN(c3ccc(F)cc3)CC2)cc1=O	-13%	-18%	1	-9%	-0.9	2%	-3%	-12%
CC(C)C(NCC(=O)Nc1ccccc1C(=O)NC1CC1)c1ccccc1 (stereo unspecified)	-4%	16%	-3	-11%	-0.2	2%	2%	4%
Cc1nccn1CC(=O)N/N=C/c1ccccc1O	7%	-9%	-4	6%	-0.9	-1%	-2%	-3%
COc1ccc(NC(=O)c2ccc(N3CCOCC3)nc2)cc1	11%	10%	-3	-21%	-1.3	-1%	-11%	2%
O=C(OCc1cn([C@H]2C[C@H](c3ccc(Cl)cc3)N(C(=O)c3cccs3)C[C@@H]2O)nn1)c1ccccc1	0%	27%	-2	-4%	1.2	-4%	1%	1%
Cc1c(OCC(=O)N2C[C@H]3C[C@@H](C2)c2cccc(=O)n2C3)ccc2c3c(c(=O)oc12)CCC3	-4%	-7%	6	4%	-0.6	-5%	4%	-9%
O=C(NC(=S)Nc1ccccc1N1CCCCC1)c1ccccc1	2%	8%	13	?	0.1	1%	-15%	9%
O=C(Nc1ccc(-c2cnco2)cc1)c1ccc(Cl)cc1	10%	-4%	2	1%	-0.4	3%	-4%	8%
O=C(Nc1nccs1)C1CC(=O)N(c2ccccc2)C1 (stereo unspecified)	5%	2%	-1	13%	0.1	3%	-2%	5%
COC(=O)c1c(NC(=O)CCCC(=O)O)sc2c1CCCCC2	2%	-6%	5	-8%	0.0	-1%	?	-6%
N#Cc1nc(-c2ccc(F)cc2)oc1NCc1cccc2c1OCO2	-12%	-23%	8	-13%	2.6	-5%	3%	2%
O=C(O)c1cccnc1SCC(=O)N1CCCCCC1	-2%	25%	/	14%	-2.7	-12%	-5%	-15%
CCOC(=O)[C@@H](NC(=O)/C=C/[C@H]1O[C@@H](n2cc(C)c(=O)[nH]c2=O)C[C@@H]1O)C(C)C	-6%	-13%	11	-2%	-0.6	-19%	-2%	-3%
Cc1ccc(C)c(NC(=O)COC(=O)COc2cccc3c2OC(C)(C)C3)c1	?	8%	0	2%	-0.9	-11%	-1%	15%
CCOC(=O)CNc1ncnc2nc[nH]c12	-19%	-27%	-5	5%	2.6	2%	1%	-17%
N#CC1=C(N)Oc2cc(N)ccc2C1c1cccnc1 (stereo unspecified)	-9%	33%	?	0%	-1.2	2%	-4%	5%

PLK1 PBD inh: entries above that show a hit.
Compound,FUS yeast rescue,PI5P4K alpha inh,EPAC1 antag,IL-2 act,WRN inhibitor,PLK1 PBD inh
O=C1/C(=C\c2ccc(O)c(O)c2)C(c2ccccc2)=NN1c1ccccc1,?,-75*,?,0.4,?,15µM*
